AID2073: disruptors of CaV2.2 binding to Mint1 – biochemical, HTRF (AID 2073); hit rate 0.19% among 290,000; one-dose inhibition, % at 20 µM; IC50 in µM for titrated hits; HTRF protein-protein interaction, Mint1-CaV2.2; higher % means a stronger effect; in the data active means inhibition mostly above about 51%, no sharp cut-off; inconclusive means no clear call, values can overlap the other calls; inactive means mostly below about 53%; further: some results filed as inactive read as strong as hits
Siah-1 displacement: Siah-1 peptide-binding antagonists, primary screen, biochemical, fluorescence polarization, rhodamine-plectin, uHTS (AID 1817) | Siah-1 / rhodamine-plectin peptide fluorescence polarization; higher % means a stronger effect | displacement, % at 20 µM, or IC50 in µM where a hit was titrated | hit rate 0.02% among 290,000;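 active means displacement of at least 50% at 20 µM, with a fluorescence ratio check between 0.3 and a set limit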;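 further: plate controls were Siah plus tracer with DMSO for no effect and tracer alone without Siah for full effect; strong numbers were not always called active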
human PMI inhibitors: human PMI inhibitors, high substrate, primary screen, biochemical, fluorescence intensity, high mannose 6-phosphate (AID 1220) | inhibition, % at 20 µM; hits with a dose series show IC50 in µM | hit rate 0.66% among 190,000 | recombinant PMI enzyme, coupled fluorescence intensity; higher % means a stronger effect
PMI inhibitors: MPI enzyme activity inhibition – biochemical, fluorescence intensity, coupled assay, primary screen (AID 1209) | purified PMI enzyme, coupled fluorescence intensity; higher % means a stronger effect | one-dose inhibition, % at 20 µM; IC50 in µM for titrated hits | hit rate 0.42% among 190,000;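 further: plate controls were DMSO vehicle for no effect and wells lacking substrate for full effect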
LYP inhibition: PTPN22 lymphoid phosphatase activity blockers – biochemical, fluorescence intensity, uHTS (AID 1779); recombinant LYP phosphatase, fluorescence intensity; higher % means a stronger effect; hit rate 0.054% among 290,000; inhibition, % at 11.5 µM; hits with a dose series show IC50 in µM;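 further: plate controls were vehicle with enzyme for no effect and no enzyme for full effect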
P. falciparum M17LAP: P. falciparum M17LAP inhibitors, primary screen, biochemical, fluorogenic H-Leu-NHMec substrate, 1536-well (AID 1619). hit rate 0.38% among 220,000. recombinant M17LAP, H-Leu-NHMec fluorogenic kinetic assay; higher % means a stronger effect. inhibition, % at 30 µM, or IC50 in µM where a hit was titrated;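 active means compound inhibiting the enzyme by more than half at any dose during confirmatory dose-response retesting; inconclusive means strong single-dose inhibitors picked by rank but not retested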;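 further: plate controls were full reaction with DMSO carrier for no effect and no enzyme background for full effect; strong numbers were not always called active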
Dynein cargo inh: dynein cargo transport inhibition; z-score, hits read low; hit rate 0.47% among 220,000; AID 1381; 3617.4 mouse cells, GR-EGFP nuclear translocation imaging; test concentration mostly 20 µM; stimulated with dexamethasone, 1 µM; hits give low values;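 active means plate z-score of nuclear minus cytoplasmic receptor signal below a set negative limit, without overly bright fluorescence or cell loss, cut at about -3.5 in these data, passing the limit was not always enough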;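 further: z-score of nuclear minus cytoplasmic ring GR-EGFP intensity difference per well; some compounds called inactive have numbers as strong as hits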
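Buffer or medium: Induction medium lacking tetracycline, stripped serum | Also added: Dexamethasone agonist, 1.0 µM final, for 30 min | Timing: 48 h induction, 1 h compound, 30 min dex at 37 °C | Detection: Formaldehyde fixation, Hoechst nuclear stain, 10x automated fluorescence imaging | Measure: Nuclear versus cytoplasmic GR-EGFP signal, averaged per well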
XIAP displacement: small molecules displacing peptide from XIAP – biochemical, IAP family, fluorescence polarization (AID 1018). XIAP BIR domain, fluorescence polarization peptide displacement; higher % means a stronger effect. one-dose displacement, % at 20 µM; IC50 in µM for titrated hits. hit rate 0.007% among 200,000; in the data active means displacement above about 50%; further: a part of the inactive calls stands beside numbers as strong as those of hits
P. falciparum M1AAP: P. falciparum M1AAP inhibitors, biochemical, fluorogenic H-Leu-NHMec substrate, 1536-well (AID 1445) | recombinant M1AAP, H-Leu-NHMec fluorogenic kinetic assay; higher % means a stronger effect | inhibition, % at 30 µM, or IC50 in µM where a hit was titrated | hit rate 0.42% among 220,000;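 active means primary inhibition above the hit cutoff, then over 50% inhibition at one or more dose response concentrations, cut at about 23% in these data, passing the limit was not always enough; inconclusive means conflicting primary data, or primary hits not chosen for dose response; inactive means low primary inhibition, or under 50% at every dose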;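 further: plate controls were DMSO full reaction for no effect and no enzyme background for full effect; strong numbers were not always called active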
Dynein cargo inh cytoplasmic EGFP: second read-out of Dynein cargo inh, no call of its own (marks repeat the call); z-score; measured here: cytoplasmic GR-EGFP intensity; hits give high values
Dynein cargo inh nuclear GR-EGFP: also measured in Dynein cargo inh; calls as there; z-score; measured here: nuclear GR-EGFP intensity;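 lower value marks the stronger effect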
Dynein cargo inh cell count: also measured in Dynein cargo inh; calls as there; z-score; measured here: cell count per field
Active calls of the source: *; ? = inconclusive; . = not tested or not shown. Unless noted, no stated cut-off is given here; in the data, active means inhibition above about 50%; inactive means the rest.

SMILES | AID2073 | Siah-1 displacement | human PMI inhibitors | PMI inhibitors | LYP inhibition | P. falciparum M17LAP | Dynein cargo inh | Dynein cargo inh cytoplasmic EGFP | Dynein cargo inh nuclear GR-EGFP | Dynein cargo inh cell count | XIAP displacement | P. falciparum M1AAP
O=C(C[n+]1ccc(C(=O)NCc2ccccc2)cc1)c1ccc(OC(F)F)cc1 | 7.4% | -2.4% | -6.0% | -17.4% | -3.0% | -2.0% | -0.594 | -0.284 | -0.401 | 0.714 | -7.6% | -2.5%
COC(=O)c1ccc(-n2nc(C(F)(F)F)c3c2-c2ccoc2CC3)cc1 | 5.7% | 7.8% | 26.6% | 7.0% | 6.3% | 22.5% | -1.34 | -0.212 | -0.504 | -0.458 | -3.4% | 3.1%
N#Cc1nc(-c2ccc(F)cc2)oc1NCc1ccccc1 | 10.6% | -4.8% | 9.6% | 11.3% | -7.1% | -4.4% | 1.47 | -0.0559 | 1 | -1.16 | -2.4% | -1.9%
COC(=O)c1cc2n(n1)CCN(Cc1ccccc1Cl)C2=O | 7.6% | -3.7% | 11.3% | 4.7% | -5.9% | 13.7% | 0.432 | -0.225 | 0.492 | 0.639 | -0.8% | 2.7%
COc1nc(NCc2ccc(Cl)cc2)nc(OC)n1 | -4.9% | 0.0% | 5.6% | 16.5% | -8.6% | -4.2% | -0.555 | -0.139 | -0.266 | 0.0865 | -3.2% | -1.2%
O=c1cc(CSc2ccccc2)nc(-c2ccncc2)[nH]1 | 4.6% | 6.0% | 6.0% | 2.9% | -3.1% | 1.2% | -0.727 | -0.37 | -0.0989 | 1.68 | -7.7% | 6.5%
N#CC1=C(N)SC(N)=C(C#N)C1Cc1ccccc1 | 25.1% | 1.8% | -35.3% | -33.2% | -2.9% | -16.9% | -2.57 | 1.68 | -1.42 | -2.09 | -12.4% | 16.5%
CC1C2CC(CC1(C)C)N(C(=O)Nc1ccc3nccnc3c1)C2 (stereo unspecified) | 10.6% | 2.5% | 44.2% | 20.2% | -5.0% | -49.2% | 0.489 | 0.0623 | 0.827 | -2.04 | -5.2% | 14.6%
O=C(NCc1ccco1)NC1CCCCC1 | 0.3% | -0.4% | -10.7% | -9.2% | 0.5% | -0.8% | 0.224 | -0.233 | 0.00751 | 0.712 | -3.3% | -2.8%
COc1ccc(-c2cnn3c(N)c(S(=O)(=O)c4ccccc4)cnc23)cc1 | 21.8% | 7.7% | 20.9% | 24.0% | 10.4% | 4.9% | . | . | . | . | -4.8% | 5.2%
Cc1ccc(NS(=O)(=O)c2ccc(Cl)c(C(=O)O)c2)cc1S(=O)(=O)N1CCOCC1 | 1.3% | 6.9% | -16.2% | -10.6% | -6.3% | -57.7% | -0.0339 | -0.077 | -0.0676 | 0.647 | 1.1% | 17.2%
O=C(Oc1c(Cl)cc(Cl)c2cccnc12)c1cccc([N+](=O)[O-])c1 | -3.4% | -11.1% | 20.1% | 29.2% | -13.2% | 23.0% | 0.523 | -0.113 | 0.545 | -1.32 | -11.0% | -6.9%
CCCC(O)(CCN1CCOCC1)c1ccc(Br)cc1 (stereo unspecified) | -0.8% | -1.0% | 10.6% | 10.5% | -7.4% | -9.6% | -0.888 | -0.207 | -0.396 | 0.568 | -10.3% | 2.2%
CCOc1cc(N2CCOCC2)c(OCC)cc1NC(=S)NCCCOC | 7.7% | -7.8% | . | 38.6% | -5.0% | 2.8% | 0.638 | -0.289 | 0.325 | -1.02 | -5.3% | -1.1%
CC(C)CCn1c(Sc2nc3ccccc3o2)nc2c1c(=O)[nH]c(=O)n2C | -8.9% | -2.2% | 14.7% | 23.1% | -4.7% | 3.3% | -1.56 | 0.103 | -1.09 | 0.432 | -11.5% | -4.4%
O=C(CN1CCN(c2ccccc2)CC1)Nc1nnc(-c2ccccc2)s1 | 12.8% | -2.7% | 1.3% | -6.3% | -10.2% | 8.3% | 1.22 | -0.38 | 0.276 | -0.439 | -2.1% | -5.8%
O=C(Nc1ccc(Cl)c([N+](=O)[O-])c1)C(Sc1ccccc1)c1ccccc1 (stereo unspecified) | 2.0% | 1.6% | 17.7% | 21.4% | 4.1% | -26.0% | -0.7 | 0.195 | -0.554 | 0.678 | -5.2% | 4.2%
CN(C)CCCNC(=O)Cc1ccc(Br)cc1 | -3.3% | -1.4% | -3.5% | -3.4% | -8.3% | -5.2% | 0.98 | -0.179 | 0.824 | 0.97 | -2.4% | 1.1%
O=C(Cc1cn(Cc2cccc(Cl)c2)c2ccccc12)N1CCCCCC1 | 10.4% | 3.2% | -0.7% | 12.7% | -1.6% | -20.4% | -0.204 | -0.304 | -0.557 | 0.53 | 73.8% | 12.3%
CCOC(=O)CNC(=O)CCCCCC(=O)NCC(=O)OCC | ? | 0.5% | 4.3% | 0.0% | -11.1% | -11.5% | -0.541 | -0.245 | 0.0415 | 0.884 | 0.2% | 1.2%
CCN(CC)C(=O)COc1ccc(-c2nnc(N3CCCCC3)c3ccccc23)cc1 | -0.6% | 11.5% | 9.1% | 13.9% | 0.3% | 12.2% | 1.24 | -0.255 | 0.649 | -0.0398 | -2.7% | 6.2%
COc1ccc(C(=O)N2CCC(C(=O)O)CC2)cc1 | 8.3% | -0.6% | -11.0% | 4.6% | -10.1% | 11.6% | -0.652 | -0.246 | -0.0856 | 0.632 | -12.8% | -2.8%
COc1ccc(-n2c(SCc3cccnc3)nc3c(c2=O)SCC3)cc1OC | -1.3% | -3.1% | 2.0% | -2.5% | -1.9% | 11.6% | -0.629 | -0.344 | -0.544 | 1.96 | -6.0% | 1.9%
CSc1nc2ccccc2n1Cc1cccc(F)c1 | 6.8% | 1.9% | 10.1% | 12.0% | -2.8% | 4.8% | 1.4 | -0.163 | 0.541 | 0.393 | -3.2% | -8.6%
O=C1c2cccc3c(N4CCCCC4)ccc(c23)C(=O)N1c1ccccc1O | 46.6% | 2.7% | 6.3% | 13.8% | 1.8% | 5.0% | -0.456 | 2.79 | 0.0141 | 0.961 | 1.8% | 12.3%
N#Cc1c(N)nc(SCc2ccccn2)c(C#N)c1-c1cccs1 | 6.0% | -1.4% | -10.6% | 2.7% | 1.1% | -7.3% | 0.219 | 1.37 | 0.943 | 0.144 | -1.0% | 3.0%
CCCN1CCN(CCCNC(=O)c2cc3c(=O)[nH]c4ccccc4c3s2)CC1 | -4.0% | -5.4% | 12.8% | 7.7% | -13.6% | -2.5% | 0.00157 | -0.176 | 0.224 | 0.482 | 1.8% | 4.1%
N=c1c2c(-c3ccccc3)c(-c3ccccc3)n(Cc3ccccc3)c2ncn1CCO | 3.0% | -4.1% | -5.1% | -8.0% | -5.9% | 31.4% | 1.76 | 2.38 | 1.51 | -5.8 | -8.1% | -1.1%
Cc1ccc(C(=O)/C=C/C(=O)O)cc1 | 23.1% | -1.8% | -10.9% | 2.8% | -2.5% | 5.9% | -3.49 | 0.771 | -2.01 | -0.505 | 0.2% | 3.6%
CCOCC(=O)Nc1nc2c(s1)C(=O)CC(C)(C)C2 | 31.1% | -4.1% | 0.1% | 7.2% | 0.6% | 26.5% | 1.87 | -0.024 | 1.57 | -1.17 | 0.3% | 6.3%
CCCC(=O)NC(=S)c1c(C)n(C)n(-c2ccccc2)c1=O | 23.3% | -1.3% | -59.4% | -46.5% | -5.7% | 14.2% | -0.11 | -0.314 | 0.186 | 0.644 | -3.1% | 11.8%
CC(=NCCCn1ccnc1)c1c(C)[nH]n(-c2ccc([N+](=O)[O-])cc2)c1=O | -1.8% | 11.4% | -3.0% | 3.5% | -4.3% | 1.5% | -1.41 | 0.17 | -0.692 | 1.58 | -5.2% | 8.1%
O=C(NC1CCCC1)C1=COCCO1 | 10.1% | 7.6% | -1.5% | 1.0% | -3.9% | 5.5% | -1.07 | -0.3 | -0.48 | 0.932 | 0.2% | -0.1%
COC(=O)C1=C(C)NC2=C(C(=O)CC(C)(C)C2)C1c1ccsc1 (stereo unspecified) | 7.3% | -3.1% | -3.1% | -1.5% | -5.2% | -19.2% | -1.03 | -0.27 | -0.486 | 1.15 | 2.1% | -1.1%
CCOc1ccc2noc3c2c1C(=O)c1ccccc1-3 | -24.2% | 37.3% | 19.0% | 28.9% | -4.5% | 2.0% | -7.5* | -0.644* | -3.31* | 0.39* | 90.1% | 13.6%
O=C(CSCc1ccccc1)N/N=C/c1ccc(OCC(=O)N2CCCCC2)cc1 | -2.1% | -1.2% | 2.0% | 13.8% | -1.4% | 3.0% | 0.111 | -0.251 | 0.192 | 0.863 | -1.5% | 4.4%
CCCc1nnc(NS(=O)(=O)c2ccc(OC)cc2)s1 | -8.5% | -0.3% | -6.5% | -10.6% | -6.9% | 6.3% | 0.951 | -0.351 | 0.965 | 0.048 | -7.6% | -0.8%
COC(=O)COc1ccc2c(-c3ccc(OC)cc3)cc(=O)oc2c1 | 2.0% | 0.2% | 5.1% | 15.4% | -1.8% | 3.6% | -1.02 | -0.122 | -0.412 | 0.674 | -3.8% | 2.3%
CC(C)n1c(SCc2ccc(Cl)cc2)nc2c1c(=O)[nH]c(=O)n2C | -2.8% | 0.3% | 7.3% | 6.8% | 0.9% | -13.5% | -0.7 | -0.182 | -0.202 | 0.65 | -2.6% | 3.0%
O=C(O)c1ccoc1CN1CCCCC1 | -0.9% | 1.1% | -24.9% | -22.1% | -4.0% | -3.3% | -0.199 | -0.0146 | -0.0203 | 0.669 | -5.7% | -4.7%
CCOC(=O)/C(C#N)=C1/C=Nc2ccccc2N1 | 14.4% | 4.7% | -2.9% | -1.4% | -1.1% | 1.7% | 2.22 | -0.374 | 0.51 | 0.132 | -3.7% | -2.1%
CCCn1c(SCC(=O)NC2CCCC(C)C2C)n[nH]c1=O (stereo unspecified) | -4.3% | 1.8% | -2.2% | 2.2% | -4.6% | 0.4% | 2.4 | -0.222 | 0.64 | -0.191 | -5.3% | -11.1%

High-throughput results from PubChem BioAssay.
